# Bioassay records (PubChem)
# NOD2 inhibition: inhibition of NOD2-driven NF-kB reporter – cell-based, luminescence, uHTS, HEK293 (AID 1566); HEK293 NOD2/NF-kB luciferase reporter, luminescence; higher % means a stronger effect; inhibition, % at 4 µM; hits with a dose series show EC50 in µM; 290,000 tested, 0.63% active; in the data active means inhibition above about 50%; further: many of its hits are not listed in these tables
# Lipid droplet: modulators of hepatic lipid droplet formation. 240,000 tested, 0.4% active. AML12 mouse hepatocytes, oleate lipid droplets, BODIPY imaging. AID 1656. inhibition, % at 6.5 µM;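 active means lipid droplet intensity inhibited by at least 50%, with more than 500 cells counted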
#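 Material – AML12 mouse liver cells · Also added – oleate loading, 100 µM · Compound dosing – 6.5 µM single-point dosing · Times – overnight treatment with compound plus oleate · Measured by – fluorescence imaging, 20x objective, two fields per well · Read-out – percent inhibition of filter-corrected integrated lipid droplet intensity per well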
# Lipid droplet cells 6.5 µM: also measured in Lipid droplet; calls as there; cell count; measured here: cell count, cytotoxicity flag;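 cells counted across two imaged fields per well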
# Numbers without * were called inactive. Only part of the results is shown; the hit share may differ from the screen's.
SMILES,NOD2 inhibition,Lipid droplet,Lipid droplet cells 6.5 µM
Cc1ccc(NC(=O)NCC2CC2(Cl)Cl)cc1 (configuration not stated),-71%,-4,811
O=C(NCCc1ccc(C(F)(F)F)cc1)c1ccc(Cl)nc1,-3%,-11,832
COc1cc([N+](=O)[O-])ccc1N1C(=O)CC(Sc2nccc(C)n2)C1=O (configuration not stated),6%,10,856
CCCn1nnnc1NCc1ccc(N(CC)CC)cc1,10%,12,834
CSc1ccccc1NC(=O)CN(C)Cc1c(O)ccc2ccccc12,1%,16,775
O=C(/C=C/c1ccc([N+](=O)[O-])cc1)/C=C/c1ccco1,4%,10,767
COc1ccccc1N1CCN(C(=O)c2ccc3c(c2)CCN3S(=O)(=O)c2ccccc2)CC1,29%,1,677
COc1ccc(C)cc1NC(=O)CCNS(=O)(=O)c1ccc2c(c1)CCC(=O)N2,5%,-10,653
Cc1cc(C)n(C(=O)N(c2ccccc2)c2ccccc2)n1,14%,-16,798
COc1ccc(S(=O)(=O)Nc2cccc(C)c2C)c2cccnc12,27%,-4,772
Cc1cccc2c1cnn2C(=O)CCC(=O)NCc1ccc(F)cc1,5%,1,783
Oc1ccc(N=Nc2ccccc2)cc1,-32%,11,870
Cc1n(Cc2ccccc2)c2cc([N+](=O)[O-])ccc2[n+]1Cc1ccccc1,0%,-5,763
COc1cccc(CCc2nnc(CCC(=O)N(C)C3CC(C)(C)NC(C)(C)C3)o2)c1,2%,12,735
CC(C)(CO)CN1CCC(n2nccc2NC(=O)C2CCCC2)CC1,9%,-15,813
Oc1ccc(/C=N/n2c(-c3ccccc3)n[nH]c2=S)cc1,0%,-3,835
COc1ccc(C(C(=O)NC2CCCC2)N(C(=O)c2csnn2)C2CC2)cc1 (configuration not stated),0%,-2,783
CN1CCC(OC(=O)c2cc3cc(Br)ccc3oc2=O)CC1,25%,5,834
CC(C)(C)c1ccc(C(=O)N2CCC3(CC2)NCCc2[nH]cnc23)cc1,-5%,10,742
CCOc1ccc(CCNC(=O)CS(=O)(=O)Cc2nc(-c3cccc(OC)c3)oc2C)cc1,20%,0,739
COc1cc(OC)c(C2=NOC(C(=O)NCc3cccnc3)C2)cc1Cl (configuration not stated),-7%,-3,760
Cc1c(C(=O)Nc2ccccc2F)cnn1-c1ccccc1,-90%,-2,850
Cc1ccc(S(=O)(=O)N2CCCC2C(=O)NCc2ccncc2)cc1 (configuration not stated),7%,-7,683
Fc1ccc(Nc2nc(N3CCOCC3)nc(N3CCOCC3)n2)cc1,17%,4,670
COc1ccc(C(=O)NC2CC2)cc1OC1CCN(Cc2ccccc2O)CC1,0%,-6,765
COc1ccccc1-c1noc(CCC(=O)NC2CCCC2)n1,10%,18,741
CCC(C(=O)Nc1cc(OC)c(NC(=O)c2ccccc2)cc1OC)c1ccccc1 (configuration not stated),32%,-18,796
CCN(CCCNC(=O)Cn1ncc2c([nH]c3ccc(C)cc32)c1=O)c1ccccc1,-24%,-1,687
CCOC(=O)C1CCCN(C(=O)c2ccc3oc(Cc4ccccc4)nc3c2)C1 (configuration not stated),-8%,-14,690
C=CCNC(=O)CN(Cc1ccccc1)S(=O)(=O)c1ccc(C)cc1,22%,-24,810
Cc1ncc(CO)c2c1Oc1nc(-c3ccccc3F)nc(SCC(=O)N(C)c3ccccc3)c1C2,24%,0,678
O=[N+]([O-])c1ccc(CN2CCN(c3ccc(Cl)cc3)CC2)o1,-12%,2,869
O=C(CCn1cnnn1)N1CCCC(Nc2ccc(F)cc2)C1 (configuration not stated),16%,6,845
CC(=O)Nc1ccc(NC(=O)CSc2nnc(NC(=O)C3CC(=O)N(c4ccc(F)cc4)C3)s2)cc1 (configuration not stated),-13%,5,651
CC1CCCCN1CCCNC(=O)Cn1c(=O)c2cccn2c2ccccc21 (configuration not stated),13%,8,674
CCOc1ccccc1C(=O)NCC(=O)N(C)Cc1cccnc1,11%,-3,817
CCOc1cc(C(=O)N2CCC(CC3CC(c4ccc(Cl)cc4)=NO3)(C(=O)NCC3CCCCC3)CC2)cc(OCC)c1OCC (configuration not stated),11%,40,837
Cc1[nH]c2ccccc2c1C(=O)CN1CC(C)CC(C)C1 (configuration not stated),-16%,-46,784
c1ccc(CCNC2=NCCS2)cc1,8%,-6,761
COc1ccc(N(C(=O)c2snc(C(N)=O)c2N)C(C(=O)NCc2ccc(F)cc2)c2ccc(O)cc2)cc1 (configuration not stated),10%,-11,733

# A stretch from further up:
SMILES,NOD2 inhibition,Lipid droplet,Lipid droplet cells 6.5 µM
CC(=O)Nc1ccc(NC(=O)CSc2nnc(NC(=O)C3CC(=O)N(c4ccc(F)cc4)C3)s2)cc1 (configuration not stated),-13%,5,651
CC1CCCCN1CCCNC(=O)Cn1c(=O)c2cccn2c2ccccc21 (configuration not stated),13%,8,674
CCOc1ccccc1C(=O)NCC(=O)N(C)Cc1cccnc1,11%,-3,817
CCOc1cc(C(=O)N2CCC(CC3CC(c4ccc(Cl)cc4)=NO3)(C(=O)NCC3CCCCC3)CC2)cc(OCC)c1OCC (configuration not stated),11%,40,837
Cc1[nH]c2ccccc2c1C(=O)CN1CC(C)CC(C)C1 (configuration not stated),-16%,-46,784
c1ccc(CCNC2=NCCS2)cc1,8%,-6,761
COc1ccc(N(C(=O)c2snc(C(N)=O)c2N)C(C(=O)NCc2ccc(F)cc2)c2ccc(O)cc2)cc1 (configuration not stated),10%,-11,733

# The results go on:
SMILES,NOD2 inhibition,Lipid droplet,Lipid droplet cells 6.5 µM
CCC(=O)N1c2ccc(S(=O)(=O)CCC(=O)Nc3ccc(OC)cc3OC)cc2CC1C (configuration not stated),5%,-6,728
CCCc1cc(C(=O)NC2CCCN(Cc3ccccc3F)C2)no1 (configuration not stated),-3%,12,724
COc1ccc(NC(=O)C(=O)NCCN2CCN(C(=O)c3cccc(Br)c3)CC2)cc1,4%,-10,816
CCN1CCCC1CNC(=O)Cn1nc(C)n2c(cc3cc(C)ccc32)c1=O (configuration not stated),-6%,-10,711
COc1ccccc1NC(=O)CSc1nccn1Cc1ccc(F)cc1,14%,14,814
Cc1ccc(-n2nc3ccc(N)cc3n2)cc1C,-72%,16,852
O=C(c1ccc(Oc2ccc([N+](=O)[O-])cc2)cc1)N1CCCCCC1,34%,-20,814
CCOc1ccc(C(=O)/C=C/Nc2ccc(S(=O)(=O)Nc3cc(C)nc(C)n3)cc2)cc1,-8%,0,771
O=[N+]([O-])c1ccc(-c2ccc(S(=O)(=O)N3CCOCC3)cc2)cc1,24%,-11,818
O=C(NCC(=O)N1CCCC1)c1ccc(Cl)cc1,-2%,-1,787
CC(=O)c1ccc(-n2c(CCC(=O)O)ccc2-c2ccc(Br)cc2)cc1,24%,3,777
Cc1ccc(S(=O)(=O)N(C)c2ccccc2C(=O)Nc2c(F)cccc2F)cc1,10%,-4,786
O=C1C(=O)N(Cc2cccnc2)C(c2cccc([N+](=O)[O-])c2)/C1=C(\O)c1ccc2c(c1)OCCO2 (configuration not stated),11%,-10,676
Cc1ccc(OCC(=O)Nc2ccc(C(N)=O)cc2)cc1,9%,-11,814
COc1ccc(-n2nc(C(=O)NCC(=O)N3CCCCC3)c3ccccc3c2=O)c(OC)c1,-16%,-6,836
Cn1nccc1/C=N\NC(=O)c1ccc(Cl)cc1,-5%,12,913
CCOC(=O)Cn1cnc2c(cnn2-c2ccc(OC)cc2)c1=O,-2%,-2,823
Cn1c(=O)oc2cc(S(=O)(=O)NCCC(=O)NCc3ccccc3Cl)ccc21,20%,-6,689
C=CCN(CC=C)C(=O)CN1C(=O)NC(Cc2c[nH]c3ccccc23)C1=O (configuration not stated),-5%,-3,770
O=C1C2CCCN2C(=S)N1c1ccc(Cl)cc1 (configuration not stated),15%,-17,519
CCOc1ccc(OCc2ccc(C(=O)NC(C)C)o2)cc1,8%,-7,800
CCOc1ccccc1N(CC(=O)N1CCc2ccccc2C1)S(C)(=O)=O,21%,-21,744
COc1ccc(-c2cc(C)no2)cc1S(=O)(=O)Nc1cccc(CN2CCCC2)c1,5%,-16,693
Nn1c(COc2ccccc2F)nnc1SCC(=O)NC1CCCC1,3%,-5,820
Cc1sc2ncn(CC(=O)NCCCC(=O)N3CCC(C(N)=O)CC3)c(=O)c2c1C,-23%,-6,745
COc1ccc(N2CCN(C(=O)CNC(=O)c3cccc(Br)c3)CC2)cc1,8%,4,739
COc1ccc(OCc2cc(C(=O)N3CCN(C4CCCC4)CC3)no2)c(Cl)c1,-44%,-2,676
O=C(Nc1c[nH]c(=O)[nH]c1=O)c1ccccc1Br,1%,1,829
CCc1ccc(OCCn2ccnc2)cc1,13%,-1,796
COc1ccc(NC2CCCN(C(=O)c3cccnc3)C2)cc1 (configuration not stated),8%,-3,728
COc1cccc(OCc2cc(C(=O)NC(C)c3cnn(C)c3C)no2)c1 (configuration not stated),-4%,-3,677
CCOc1ccccc1-c1cc(C(=O)N/N=C(\C)c2cccnc2)c2ccccc2n1,22%,-32,660
CC1CCCN(C(=O)NC(=O)c2ccc(Cl)cc2)C1 (configuration not stated),10%,-4,640
Clc1ccccc1OCCCn1ccnc1,11%,-7,796
O=C(COC(=O)C1CC2CCCC(C1)C2=O)NC(=O)c1ccc(OC(F)F)cc1 (configuration not stated),7%,-1,781
N#CCSc1nc(-c2ccccc2)nc2ccc(F)cc12,4%,-8,771
Cc1ccc(C)c(CN2CCC(CNC(=O)Nc3ccc(C)c(F)c3)CC2)c1,22%,-7,819
Cc1ccc(CN(C(=O)COc2cccc(C)c2C)C2CCS(=O)(=O)C2)o1 (configuration not stated),12%,-2,614
CCOC(=O)Cc1csc(NC(=O)CSC2=NCCS2)n1,2%,-7,835
C=CCn1c(SCC(=O)Nc2ccc(N3CCOCC3)cc2)nnc1-c1ccncc1,-16%,-16,732
CC(Sc1ccc(Cl)cc1)C(=O)NNC(=O)c1ccccc1O (configuration not stated),-8%,-16,780
COc1ccc(C(C(=O)NC(C)(C)C)N(CCc2ccccc2)C(=O)CCC(=O)Nc2cc(C)on2)cc1 (configuration not stated),-11%,43,792
O=S(=O)(NCC(c1cccnc1)N1CCN(Cc2ccccc2)CC1)c1ccc(Cl)cc1 (configuration not stated),-4%,-7,693
CCOC(=O)c1n[nH]n2c1nc(=S)c1ccccc12,7%,4,713
COc1ccc(Cc2nnc(Cl)c3ccccc23)cc1OC,24%,1,839
COc1ccc(NC(=O)N2CCOCC2)cc1,10%,14,806
COc1ccc(CN2C(=NC(=O)C3CCCO3)SC3CS(=O)(=O)CC32)cc1OC (configuration not stated),9%,-1,781
Cc1[nH]c(=O)[nH]c(=O)c1S(=O)(=O)Nc1ccc(F)cc1Cl,11%,19,822
O=C(CSc1nnc(-c2ccncc2)o1)Nc1nncs1,7%,-8,812
CCOC(=O)Nc1ccc2c(c1)N(C(=O)CN(C)C)c1ccccc1CC2,22%,-2,752
COc1ccccc1NC(=O)CCN1C(=O)/C(=C/c2cc(OC)c(OC)c(OC)c2)SC1=S,-9%,-3,805
CC12CC3CC(C)(C1)CC(C(=O)NNC(=O)c1ccncc1)(C3)C2,-9%,4,866
CCc1cc(CNC(=O)c2ccc(OC3CCN(CCc4ccccc4)CC3)cc2)on1,11%,3,725
COc1ccc(C(=O)Nc2ccccc2C(=O)Nc2cccc(C)n2)cc1,22%,-2,827
Cc1nc2sccn2c(=O)c1S(=O)(=O)N1CCN(c2cccc(C(F)(F)F)c2)CC1,16%,-12,666
O=C(COc1ccccc1[N+](=O)[O-])N1CCN(C(=O)c2ccco2)CC1,10%,-1,867
Cc1ccc(CCNC(=O)C2CCN(S(=O)(=O)c3ccc4c(c3)NC(=O)C(C)S4)CC2)cc1 (configuration not stated),19%,-18,675
Cc1ccc(C)c(Cn2nnc3c(=O)[nH]c(C4CCN(C(=O)c5ccco5)CC4)nc32)c1,2%,4,538
COc1ccc(N2CCN(C(=O)COC(=O)c3ccco3)CC2)cc1,-19%,-3,857
COc1ccc2oc(C(=O)OCC(=O)N3CCC(C)CC3)c(C)c2c1,25%,-1,833

# A different layout for 3 compounds above:
# Each structure is followed by: NOD2 inhibition | Lipid droplet | Lipid droplet cells 6.5 µM
> COc1ccc(Cc2nnc(Cl)c3ccccc23)cc1OC
 : 24% | 1 | 839
> COc1ccc(N2CCN(C(=O)COC(=O)c3ccco3)CC2)cc1
 : -19% | -3 | 857
> CCc1cc(CNC(=O)c2ccc(OC3CCN(CCc4ccccc4)CC3)cc2)on1
 : 11% | 3 | 725

# Among those listed so far, 2 have a CF3 group:
SMILES,NOD2 inhibition,Lipid droplet,Lipid droplet cells 6.5 µM
O=C(NCCc1ccc(C(F)(F)F)cc1)c1ccc(Cl)nc1,-3%,-11,832
Cc1nc2sccn2c(=O)c1S(=O)(=O)N1CCN(c2cccc(C(F)(F)F)c2)CC1,16%,-12,666

# Going on with the list:
SMILES,NOD2 inhibition,Lipid droplet,Lipid droplet cells 6.5 µM
O=c1[nH]c(C2CCN(S(=O)(=O)c3ccc4c(c3)OCCO4)CC2)nc2c1nnn2Cc1ccccc1F,30%,-4,739
CCc1ccc(NC(=O)C(C)Sc2nc(-c3ccco3)c(C#N)c(=O)[nH]2)cc1 (configuration not stated),-36%,-1,778
CC(NC(=O)c1ccc(C(C)(C)C)cc1)C(c1cccs1)N1CCOCC1 (configuration not stated),0%,17,857
Cc1ncc(CN2CCCC(C(=O)Nc3ccc(-c4cscn4)cc3)C2)cn1 (configuration not stated),-4%,-18,579
CCOC(=O)c1ccc(NC(=O)CN2C(=O)CN(C(C)=O)C2=S)cc1,6%,2,798
